Bioassay records as filed in PubChem.
CBFb RUNX1 block – blocks binding between human CBF-beta and RUNX1 | Q01196+Q13951 | AlphaScreen CBFb-His/RUNX1-biotin binding, biochemical | Potency, µM (series often up to 59.8 µM), inactives show at the highest dose activity, negative = inhibition, usual class: inhibitors | 230,000 tested, under 10 active; further: % of control where 0% means no effect
Target sequence (Q01196 whole entry, looked up): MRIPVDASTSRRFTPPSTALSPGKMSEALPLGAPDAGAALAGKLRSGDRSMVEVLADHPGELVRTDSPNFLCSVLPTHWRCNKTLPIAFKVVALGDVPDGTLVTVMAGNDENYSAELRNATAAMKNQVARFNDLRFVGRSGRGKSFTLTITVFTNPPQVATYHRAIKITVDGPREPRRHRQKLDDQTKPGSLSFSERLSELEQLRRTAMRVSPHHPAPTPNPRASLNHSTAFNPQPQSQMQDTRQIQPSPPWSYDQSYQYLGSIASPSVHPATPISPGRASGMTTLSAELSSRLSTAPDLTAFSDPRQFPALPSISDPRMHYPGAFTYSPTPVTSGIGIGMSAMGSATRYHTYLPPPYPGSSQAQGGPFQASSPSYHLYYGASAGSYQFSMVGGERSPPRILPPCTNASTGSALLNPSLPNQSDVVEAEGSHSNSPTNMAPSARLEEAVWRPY
Target sequence (Q13951 whole entry, looked up): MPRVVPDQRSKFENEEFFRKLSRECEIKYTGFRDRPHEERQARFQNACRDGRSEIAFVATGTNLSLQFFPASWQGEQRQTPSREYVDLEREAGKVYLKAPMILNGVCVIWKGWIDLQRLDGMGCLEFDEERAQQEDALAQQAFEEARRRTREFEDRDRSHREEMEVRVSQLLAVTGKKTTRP
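Bead-based AlphaScreen assay; binding partners His-tagged CBF-beta and biotinylated RUNX1 at 30 nM each. Compound exposure 15 min after a 20-min protein preincubation; bead step 90 min; all steps at room temperature.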
GAA inhib – alpha-glucosidase (human) inhibition. P10253. purified human GAA, 4-MU-alpha-glucoside fluorescence. Potency, µM (doses to about 76.9 µM), without a hit: top-dose activity change, negative = inhibition, hits mostly inhibitors. actives 0.005% (n = 200,000). AID 1466;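 further: potency means the concentration at half of the fitted maximal effect; plate controls were uninhibited enzyme wells for no effect and no-enzyme background for full effect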
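Enzyme (4 nM final) mixed with compound (up to 77 uM), then 4-MU-alpha-D-pyranoside (400 uM final) added; 20 min at room temperature, pH 5.0. Reaction stopped at pH 10, fluorescence read, AC50 derived by Hill fit.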
HTT aggregate – reduces HttQ103-GFP aggregates in PC12 cells; PC12 HttQ103-GFP aggregates, Acumen cytometry, 40 h; actives 1.1% (n = 220,000); Potency, µM (doses to about 46.1 µM), for inactives: top-dose activity change, negative = inhibition, usual class: inhibitors; further: potency means the concentration at half of the fitted maximal effect; on the % scale 0 is the no-effect control and ±100 the full control effect; nearly all actives have a fitted effect of over 60% in size
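Using laser scanning cytometry, GFP-positive aggregates were counted after lysis of PC12 cells induced with 100 nM tebufenozide to express HTT exon 1 Q103–GFP. Compounds were tested in titration.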
GAA spleen mod – lysosomal alpha-glucosidase (human) modulation; actives 0.006% (n = 240,000); P10253; AID 2112; human spleen homogenate, 4-MU-alpha-glucoside fluorescence; Potency, µM (titrated, usually from 79.9 µM), for the others: top-dose activity change, negative = inhibition, actives largely listed as inhibitors;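 further: potency means the concentration at half of the fitted maximal effect; 0% = enzyme with vehicle and -100% = no enzyme basal signal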
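AC50 values come from Hill-equation fits of concentration-response data, normalized to no-enzyme and full-activity controls. Enzyme source: 1 ug human spleen homogenate; 1 mM fluorogenic 4-MU glucoside, pH 5.0 citrate buffer, 37 C, 40 min.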
HTT cytoprotect – cytoprotection in Huntington HTT-Q103 PC12 cell model; Potency, µM (top dose mostly 56.4 µM), without a hit: cytoprotection (ATP increase), usual class: activators; AID 1471; PC12 HTT-Q103 induced, cytoprotection, ATP luminescence, 40 h; actives 0.14% (n = 230,000);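 further: potency means the concentration at half of the fitted maximal effect; % of control where 0% means no effect; nearly all actives have a fitted effect of over 45% in size; toxic huntingtin expression switched on by the ecdysone agonist tebufenozide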
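ATP quantification (ATPlite) reports survival of PC12 cells in which tebufenozide, 100 nM final, switches on Htt exon 1 with 103 glutamines linked to GFP; compounds are titrated.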
LMNA splice mod – modulators of lamin A splicing | HeLa LMNA splicing GFP/RFP minigene ratio, 48 h | Potency, µM (series often up to 46.1 µM), without a hit: at the highest dose ratio change, negative = inhibition, usual class: inhibitors | actives 0.01% (n = 200,000) | AID 1487; active means well fitted inhibition curve with a large enough effect in the signal ratio, with a control signal flat, not every such curve was filed as active; inconclusive means small, poorly fitted or top-dose-only effect, or effect the other way, or a change in a side signal; the % refers to the signal ratio; further: potency means the concentration at half of the fitted maximal effect; on the % scale 0 is the no-effect control and ±100 the full control effect
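S3 HeLa stable clones carrying a lamin A-EGFP splicing minigene plus DsRed2 were seeded at 600 cells/well in Opti-MEM with 2% FBS, pin-dosed and incubated 48 h at 37°C. Acumen cytometry (488 nm) gave the GFP/RFP total-intensity ratio.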
GAA glycogen mod – GAA glycogen-cleavage inhibition or activation; P10253; recombinant GAA, glycogen substrate, Amplex Red glucose oxidase fluorescence; Potency, µM (titrated, usually from 76.4 µM), without a hit: at the top dose activity change, negative = inhibition, actives largely listed as inhibitors; actives 0.38% (n = 300,000);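 further: potency means the concentration at half of the fitted maximal effect; 0% = full enzyme reaction and -100% = no-enzyme basal signal; the screen sought inhibitors and activators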
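Recombinant enzyme (4 nM final) with compounds titrated up to 77 uM and bovine liver glycogen (30 ug) in citrate pH 5.0, 0.01% Tween-20, 37 C 40 min. Released glucose detected by Amplex Red/glucose oxidase (Ex 573/Em 610); AC50 from Hill fits.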
Numbers without * were called inactive; ? = inconclusive; nt = not tested or not shown; [ ] = another dose, or the depositor's remark. Unless noted, the call rests on the fitted dose curve; in most records, active means well fitted curve in the direction sought with a large enough effect; inconclusive means small, poorly fitted or top-dose-only effect, or another doubt; inactive means no such curve, though single readings can be large; an effect the other way counts as inactive or inconclusive.

1: O=C(O)CCCC(=O)Nc1cccc(-c2nc3ccccc3[nH]2)c1
2: CCN(CC)c1ccc(/C=N/NC(=O)c2ccccn2)cc1
3: COC(=O)c1c(NC(=O)C2C3CCC(C3)C2C(=O)O)sc2c1CCCCC2 (stereo not drawn)
4: CS(=O)(=O)N1CCC(C(=O)N2CCC(Cc3ccccc3)CC2)CC1
5: CC(C)CNc1oc(-c2ccccc2Cl)nc1C#N
6: Cc1csc(NC(=O)CCNS(=O)(=O)c2ccc3c(c2)c(=O)n(C)c(=O)n3C)n1

assay / entry	1	2	3	4	5	6
CBFb RUNX1 block	4%	-11%	-5%	1%	6%	2%
GAA inhib	-14%	nt	4%	-13%	-9%	-6%
HTT aggregate	1%	12%[9.22 µM]	14%[9.22 µM]	6%	-7%[9.22 µM]	4%
GAA spleen mod	11%	-5%	2%	7%	7%	-4%
HTT cytoprotect	?	-25%[10 µM]	-38%[inhibitor][1.9 µM]	-6%	13%[10 µM]	-17%
LMNA splice mod	4%	nt	12%[46 µM]	-19%	?	?
GAA glycogen mod	8%	-23%	-15%	-6%	-18%	5%

7: Cc1ccc2cc(/C=N/NC(=O)CN3CCOCC3)c(Cl)nc2c1
8: CC(=O)Nc1ccc(OC(=O)C(CCS(C)(=O)=O)N2C(=O)c3ccccc3C2=O)cc1 (stereo not drawn)
9: O=S(=O)(c1ccc(Cl)cc1)N1CCCN(c2nc3ccc(Cl)cc3s2)CC1
10: CN1CCN(C(=O)c2cc3nc(-c4ccco4)cc(C(F)(F)F)n3n2)CC1
11: COc1cccc(OC)c1C(=O)NC(=O)Nc1c(F)cc(F)cc1F
12: CC(=O)N1CCN(S(=O)(=O)c2ccc(Cl)cc2F)CC1

assay / entry	7	8	9	10	11	12
CBFb RUNX1 block	11%	0%	2%	6%	10%	-10%
GAA inhib	5%	3%	-6%	?	nt	-2%
HTT aggregate	-1%	7%	8%[9.22 µM]	21%[9.22 µM]	11%[9.22 µM]	5%
GAA spleen mod	1%	1%	1%	-6%	0%	-13%
HTT cytoprotect	0%[10 µM]	-6%	8%[10 µM]	?	3%[10 µM]	nt
LMNA splice mod	-10%	0%	15%[46 µM]	-4%[46 µM]	nt	nt
GAA glycogen mod	-5%	-3%	-4%	-7%	2%	2%

13: CCC(OCC(O)CN1CCN(CCN2C(=O)c3cccc4cccc(c34)C2=O)CC1)c1ccccc1 (stereo not drawn)
14: O=C(CN1C(=O)c2ccccc2C1=O)N1CCN(C2c3ccccc3-c3ccccc32)CC1
15: CCc1ccc2c(c1)C(c1ccc([N+](=O)[O-])cc1)=NNC(c1ccc(F)cc1)=N2
16: CCS(=O)(=O)c1ccc(N=Nc2ccc(O)c3ncccc23)c(OC)c1
17: NS(=O)(=O)c1ccc(NC(=S)NC(=O)c2cccnc2)cc1
18: CC(=O)Nc1ccc(S(=O)(=O)NCC(C)NS(=O)(=O)c2ccc(NC(C)=O)cc2)cc1 (stereo not drawn)

assay / entry	13	14	15	16	17	18
CBFb RUNX1 block	-4%	0%	0%	nt	-4%	7%
GAA inhib	3%	-4%	-8%	?	4%	0%
HTT aggregate	?	10%	14%	?	25%	-21%
GAA spleen mod	8%	6%	2%	-8%	3%	-7%
HTT cytoprotect	-60%[inhibitor][10 µM]	-3%[10 µM]	2%[10 µM]	-199%[inhibitor]	-33%[inhibitor]	10%[10 µM]
LMNA splice mod	?	-10%	-4%	nt	nt	-4%
GAA glycogen mod	1%	-7%	0%	4%	-12%	-4%

19: Oc1cc(Cc2ccccc2)cnc1CN1CCOCC1
20: O=C(NCCCl)Nc1cc([N+](=O)[O-])ccc1Cl
21: CC(C)CC(=O)NNC(=S)NCc1ccco1
22: O=C1N2CCSC2=NC1(Nc1nccs1)C(F)(F)F (stereo not drawn)
23: CCOc1ccc(NC(=O)CCC(=O)N/N=C/c2ccc([N+](=O)[O-])s2)cc1
24: Cc1nnsc1C(=O)NC1CCCCC1

assay / entry	19	20	21	22	23	24
CBFb RUNX1 block	5%	14%	19%	-4%	5%	2%
GAA inhib	-5%	6%	0%	6%	2%	-1%
HTT aggregate	7%	-1%	6%	-4%	-1%	24%
GAA spleen mod	-1%	-9%	0%	?	-14%	3%
HTT cytoprotect	-4%	?	-9%	2%[0.074 µM]	5%[10 µM]	-12%
LMNA splice mod	7%	5%[46 µM]	14%[46 µM]	-5%	-22%	3%
GAA glycogen mod	4%	5%	-1%	1%	15%	6%

25: COC(=O)c1c(C)[nH]c(O)c1C=Nc1ccc(Oc2ccccc2)cc1
26: CC(c1ccco1)N(C(=O)c1ccc(C(F)(F)F)cc1)c1ccccn1 (stereo not drawn)
27: CN1CCN(C(=O)CC2C(=O)NCCN2Cc2ccc(-c3ccccc3)cc2)CC1 (stereo not drawn)
28: O=C1C(Cl)=C(N2CCN(Cc3ccccc3)CC2)C(=O)N1Cc1ccccc1
29: COCCNC(=O)CN(c1ccccc1OC)S(C)(=O)=O
30: c1cc2c(cc1-c1[nH]ncc1CN1CC3C[C@@H]4CC1C[C@H](C3)C4)OCO2

assay / entry	25	26	27	28	29	30
CBFb RUNX1 block	-24%	2%	12%	?	0%	5%
GAA inhib	-9%	-11%	nt	?	-12%	-5%
HTT aggregate	-22%	-11%	0%[9.22 µM]	?	-1%	7%[9.22 µM]
GAA spleen mod	7%	-4%	0%	-1%	-1%	0%
HTT cytoprotect	-63%[inhibitor]	-30%	7%[10 µM]	-19%	3%[10 µM]	0%[10 µM]
LMNA splice mod	?	-15%[46 µM]	nt	1%	1%	nt
GAA glycogen mod	-3%	-3%	3%	3%	0%	1%

31: CCOCCCNC(=O)CSc1nc2nc(C)c(Cc3ccccc3)c(C)n2n1
32: Cc1ccc(S(=O)(=O)N/N=C/c2cccc3c2OCCO3)cc1
33: COC(=O)CC1C(=O)NCCN1C(=S)Nc1cccc(C)c1 (stereo not drawn)
34: CCc1c(O)nc(SCC(=O)NCc2ccco2)[nH]c1=O
35: CC(=O)Nc1ccc(C(=O)N/C(=C/c2ccccc2)C(=O)Nc2cccc(C(=O)O)c2)cc1
36: Cc1ccc(NC(=S)N(CCCN2CCN(C)CC2)Cc2cccs2)cc1C

assay / entry	31	32	33	34	35	36
CBFb RUNX1 block	-25%	-1%	-2%	-1%	5%	-3%
GAA inhib	-10%	-3%	6%	2%	?	-7%
HTT aggregate	9%	6%	11%	19%	24%[9.22 µM]	3%
GAA spleen mod	-2%	0%	-2%	-4%	-1%	3%
HTT cytoprotect	-16%	10%[10 µM]	nt	-15%	30%[10 µM]	-25%
LMNA splice mod	2%[46 µM]	-2%	?	8%	3%[46 µM]	?
GAA glycogen mod	-16%	-1%	8%	-17%	19%	0%

37: COc1cc(S(=O)(=O)N2CCC(C(N)=O)CC2)c(C)cc1C
38: CC(C)NC(=O)c1onc(CSc2ccccc2)c1C(=O)O
39: COC(=O)c1[nH]c2cccc(OC)c2c1NC(=O)CCN1CC(C)CC(C)C1 (stereo not drawn)
40: CC(Sc1cnc2ccccc2n1)C(=O)O (stereo not drawn)
41: O=C1NC(=S)N(C(=O)c2ccc(F)cc2)/C1=C/c1cccnc1
42: Cc1cc(NC(=O)CSc2ccc3nnc(-c4ccc(F)cc4)n3n2)no1

assay / entry	37	38	39	40	41	42
CBFb RUNX1 block	0%	-3%	5%	2%	0%	1%
GAA inhib	-3%	0%	-1%	0%	nt	2%
HTT aggregate	-8%	8%	-9%	-7%	-28%[9.22 µM]	-11%
GAA spleen mod	-5%	-14%	-4%	-17%	2%	-18%
HTT cytoprotect	10%[10 µM]	3%	-32%	-1%	-17%[10 µM]	-6%
LMNA splice mod	-11%	4%[0.0737 µM]	-5%	-9%	nt	3%
GAA glycogen mod	-3%	3%	7%	10%	1%	5%

Of the compounds above, these contain a nitro group on carbon:
15: CCc1ccc2c(c1)C(c1ccc([N+](=O)[O-])cc1)=NNC(c1ccc(F)cc1)=N2
20: O=C(NCCCl)Nc1cc([N+](=O)[O-])ccc1Cl
23: CCOc1ccc(NC(=O)CCC(=O)N/N=C/c2ccc([N+](=O)[O-])s2)cc1

assay / entry	15	20	23
CBFb RUNX1 block	0%	14%	5%
GAA inhib	-8%	6%	2%
HTT aggregate	14%	-1%	-1%
GAA spleen mod	2%	-9%	-14%
HTT cytoprotect	2%[10 µM]	?	5%[10 µM]
LMNA splice mod	-4%	5%[46 µM]	-22%
GAA glycogen mod	0%	5%	15%

(more compounds)
43: COc1cc(O)oc1C=Nc1ccccc1
44: CCOC(=O)C(C(=O)OCC)C(Nc1ccc(Br)cc1)c1ccccc1 (stereo not drawn)
45: Cc1ccc(CNC(=O)C2CCCN(c3nc4ccccc4o3)C2)cc1 (stereo not drawn)
46: CCCn1c(O)c(CN2CCCC(C)C2)c(C)c(C#N)c1=O (stereo not drawn)
47: CCC(C)OC(=O)C(C)Oc1ccc(-c2ccccc2)cc1 (stereo not drawn)
48: Cc1nc(-c2ccncc2)sc1C(=O)Nc1ccc(Cl)cc1

assay / entry	43	44	45	46	47	48
CBFb RUNX1 block	0%	-4%	-1%[2.36 µM]	-17%	22%	-3%
GAA inhib	-4%	6%	1%	-3%	-6%	6%
HTT aggregate	-2%	26%	-6%	-11%	-8%	11%
GAA spleen mod	2%	-1%	-4%	-9%	-1%	2%
HTT cytoprotect	?	-5%	-7%	4%[1.9 µM]	-8%	-16%
LMNA splice mod	11%	?	-1%	14%	-8%	?
GAA glycogen mod	-3%	-10%	-3%	4%	7%	3%

49: CCOC(=O)C1CCN(C(=O)Nc2ccc(NC(=O)C3CCN(C(=O)OCC)CC3)cc2)CC1
50: COC(=O)c1sc(SC)c(S(=O)(=O)C(C)C)c1N/N=C(\C#N)S(=O)(=O)c1ccccn1
51: CCOc1ccc2c(c1)OC(c1ccc(OC)cc1)(C(F)(F)F)NC2=O (stereo not drawn)
52: O=C(NNc1ccc(Cl)cc1)C1CCC1
53: COc1cc(C2C=C(Nc3ccccc3)C(=O)N2c2ccccc2)ccc1O (stereo not drawn)

assay / entry	49	50	51	52	53
CBFb RUNX1 block	-1%	2%	2%	8%	-3%
GAA inhib	2%	-6%	-6%	-3%	2%
HTT aggregate	?	-8%[9.22 µM]	24%	15%[9.22 µM]	12%
GAA spleen mod	2%	-8%	-4%	-3%	-3%
HTT cytoprotect	10%	21%[10 µM]	-47%[inhibitor][10 µM]	9%[10 µM]	-5%[10 µM]
LMNA splice mod	4%	nt	?	?	-19%
GAA glycogen mod	-10%	2%	1%	?	-22%
